Source: PubChem BioAssay
SENP1 inh – human SENP1 catalytic domain inhibitors, primary screen, biochemical, FRET, uHTS. Sentrin-specific protease 1 (Homo sapiens), Q9P0U3. recombinant SENP1 catalytic domain, CyPet-SUMO1-YPet FRET cleavage. inhibition, % at 10 µM. hit rate 0.21% among 360,000;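 active = inhibition at least 30% at 10 µM, raw YFP signal under a set limit, fluorescence ratio 0.5 to 1.5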;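 also: 0% = enzyme with DMSO and 100% = no enzyme wells; some results filed as inactive read as strong as hits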
Target sequence (Q9P0U3 419-644 limits assumed): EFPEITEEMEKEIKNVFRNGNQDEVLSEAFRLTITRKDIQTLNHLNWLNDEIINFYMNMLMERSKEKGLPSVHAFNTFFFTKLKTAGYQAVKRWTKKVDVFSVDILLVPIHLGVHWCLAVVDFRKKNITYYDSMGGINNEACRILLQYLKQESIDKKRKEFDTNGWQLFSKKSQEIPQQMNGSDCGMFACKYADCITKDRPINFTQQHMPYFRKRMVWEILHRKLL
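Assay system – human recombinant His6-tagged SENP1 catalytic domain enzyme · Input – SENP1 enzyme, 20 pM final · Buffer or medium – Tris pH 8 buffer plus EDTA, NaCl, BME, BSA, NP40, catalase · Schedule – 50 min reaction at room temperature · Technique – FRET read of cyan and yellow fluorescence · Control set – no-enzyme wells low, DMSO-plus-enzyme wells high control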
hIAP act – human IAP activators, primary screen, biochemical, luminescence, uHTS; Intestinal-type alkaline phosphatase (Homo sapiens), P09923; purified human IAP, CDP-Star luminescence, 30 min; hits give high values; 1 = vehicle-only enzyme, 0 = enzyme-free background; activation factor at 10 µM; hit rate 0.16% among 330,000; AID 2524, 2010;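 active = activation factor of the enzyme at least 2-fold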; also: the source names both 10 and 20 µM as test concentration; values of inactives mirror those of a sister screen read the other way
Target sequence (P09923 whole entry, looked up): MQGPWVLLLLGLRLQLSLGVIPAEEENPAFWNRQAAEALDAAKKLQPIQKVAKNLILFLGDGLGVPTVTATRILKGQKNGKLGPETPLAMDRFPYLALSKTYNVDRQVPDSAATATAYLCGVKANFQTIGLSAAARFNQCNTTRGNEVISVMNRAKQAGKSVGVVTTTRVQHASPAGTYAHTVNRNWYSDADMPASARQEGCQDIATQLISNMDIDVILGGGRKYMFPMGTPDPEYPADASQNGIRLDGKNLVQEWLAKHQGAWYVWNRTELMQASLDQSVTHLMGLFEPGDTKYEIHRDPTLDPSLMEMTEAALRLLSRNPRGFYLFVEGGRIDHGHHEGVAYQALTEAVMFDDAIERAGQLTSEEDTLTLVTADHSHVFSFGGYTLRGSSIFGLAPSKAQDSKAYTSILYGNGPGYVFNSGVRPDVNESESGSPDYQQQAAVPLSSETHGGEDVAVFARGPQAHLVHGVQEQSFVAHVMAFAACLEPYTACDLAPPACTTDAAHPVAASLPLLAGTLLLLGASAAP
beta cell repl – inducers of MIN6 beta-cell proliferation, primary screen, ATP luminescence, uHTS; MIN6 cells proliferation, ATPlite luminescence, 48 h; cells starved in 0.2% serum; 100% = growth in 10% serum; proliferation, % at 10 µM; hit rate 0.29% among 330,000; AID 2380, 2010;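 active = compounds whose signal lies at least 3.5 SD above the mean of all wells on their plate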;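 also: 0% = DMSO-treated cells in low-serum medium and 100% = 10% serum control; some compounds called inactive have numbers as strong as hits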
NLRP3 yeast inh – NALP3 inflammasome inhibitors in reconstituted yeast, primary screen, luminescence, uHTS | Yeast reconstituted NLRP3/ASC/caspase-1, beta-gal luminescence, 24 h | inhibition, % at 10 µM | hit rate 0.39% among 330,000 | AID 2825, 2010;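 active = inhibition of 50% or more; inactive = inhibition below 50%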;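 also: plate controls were induced DMSO wells for no effect and uninduced yeast grown without galactose for full effect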
hIAP block – human IAP inhibitors, primary screen, biochemical, luminescence, uHTS; purified IAP, CDP-Star luminescence, 30 min; AID 2544, 2010; inhibition, % at 10 µM; hit rate 0.12% among 330,000;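 active = inhibition reaching a set limit with compound at 10 µM in the primary screen, cut at about 35% in these data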;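 also: plate controls were DMSO wells with enzyme for no effect and no-enzyme buffer wells for full effect; values of inactives mirror those of a sister screen read the other way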
APOBEC3A inh – APOBEC3A ssDNA deaminase inhibitors, primary screen, selectivity assay for APOBEC3G inhibitor project, biochemical, FAM/TAMRA oligo cleavage fluorescence; recombinant A3A, FAM/TAMRA ssDNA deamination fluorescence; inhibition, % at 20 µM; hit rate 0.41% among 330,000;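 active = at least 40% inhibition at 20 µM here, with at most 30% in a related deaminase screen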;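 also: plate controls were A3A with DMSO for no effect and wells lacking A3A enzyme for full effect; some results filed as inactive read as strong as hits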
Target sequence (P31941 whole entry, looked up): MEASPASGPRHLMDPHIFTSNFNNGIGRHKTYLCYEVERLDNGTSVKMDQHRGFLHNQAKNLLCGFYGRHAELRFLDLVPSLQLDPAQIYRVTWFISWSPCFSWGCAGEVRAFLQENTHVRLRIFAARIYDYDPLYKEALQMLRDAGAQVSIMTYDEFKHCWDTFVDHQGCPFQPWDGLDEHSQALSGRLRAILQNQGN
APOBEC3G inh – APOBEC3G DNA deaminase inhibitors, primary screen, biochemical, fluorescence, single-stranded DNA substrate, uHTS | DNA dC->dU-editing enzyme APOBEC-3G (Homo sapiens), Q9HC16 | inhibition, % at 20 µM | recombinant A3G, ssDNA deamination FAM/TAMRA fluorescence | hit rate 0.28% among 330,000;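 active = inhibition of at least 40% at 20 µM, with no more than 30% in the related APOBEC3A deaminase screen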;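 also: plate controls were DMSO wells with A3G for no effect and wells lacking A3G enzyme for full effect; some compounds called inactive have numbers as strong as hits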
mIAP act – activators of mouse IAP, primary screen, biochemical, luminescence, uHTS | muIAP, CDP-Star luminescence, 30 min; hits give high values; 1 = vehicle-only enzyme signal, 0 = enzyme-free wells | activation factor at 10 µM | hit rate 0.24% among 330,000 | AID 2805, 2010;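 active = activation factor of at least 2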; also: the source names both 10 and 20 µM as test concentration; values of inactives mirror those of a sister screen read the other way
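Assay system: mouse IAP enzyme / Compound: DMSO-dissolved test compounds / Timing: 30 min, room temperature / Measured by: luminescence from enzymatic CDP-Star hydrolysis / Control set: DMSO-only wells, enzyme-free buffer wells as negative control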
mIAP block – inhibitors of mouse IAP, primary screen, biochemical, luminescence, uHTS; hit rate 0.2% among 330,000; inhibition, % at 10 µM; intestinal alkaline phosphatase [Mus musculus]; purified mouse IAP, CDP-Star luminescence, 30 min;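 active = inhibition of at least 40% at 10 µM in the primary screen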;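 also: plate controls were DMSO with enzyme for no effect and no enzyme wells for full effect; values of inactives mirror those of a sister screen read the other way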
Numbers without * were called inactive; · = no result given.

SMILES	SENP1 inh	hIAP act	beta cell repl	NLRP3 yeast inh	hIAP block	APOBEC3A inh	APOBEC3G inh	mIAP act	mIAP block
CCN(CC)S(=O)(=O)c1ccc(C(=O)NCC(=O)NCCCc2ccccc2)cc1	-0.1	0.987	0.0	0.1	1.3	0.8	-4.5	0.993	0.7
COc1ccccc1N1CCN(C(=O)Cn2c(=O)oc3cc(S(=O)(=O)N4CCCC4)ccc32)CC1	0.6	1.14	1.1	16.2	-13.8	-1.4	-2.2	1.09	-8.6
O=C(COC(=O)c1ccc2ncsc2c1)Nc1ccccc1Br	-12.9	0.98	-1.9	15.4	2.0	-0.4	-6.3	0.894	10.6
C#CCN1Cc2ccccc2Oc2cc(Br)ccc2S1(=O)=O	0.5	·	·	·	·	-0.8	0.3	0.99	1.0
Cc1ccc(S(=O)(=O)N2[C@@H](c3ccc(C#N)cc3)C(C(=O)O)=C[C@H]2C(C)(C)C)cc1	-2.8	1.01	-3.6	14.2	-1.3	-3.2	-4.3	1.05	-5.0
CCOC(=O)N1CCN(S(=O)(=O)c2ccc3c(c2)oc(=O)n3C)CC1	1.1	1.09	-1.0	-7.8	-9.3	0.0	-4.6	1.01	-0.8
CC(C)(C)[C@H]1COC(=O)[C@H](NC(=O)OCC2c3ccccc3-c3ccccc32)C/C=C\C[C@@H](CC(=O)N(CCO)Cc2ccccc2)C(=O)N1	-1.4	1.07	-5.6	8.4	-6.6	-3.7	-8.4	1.26	-26.1
CCc1ccccc1NC(=O)C(C#N)Cc1cccnc1 (configuration not stated)	6.7	1.06	-2.0	-14.8	-6.0	-2.5	-11.6	0.948	5.2
CCOC(=O)NC(Nc1ccc(C)cn1)(C(F)(F)F)C(F)(F)F	2.5	0.971	-1.9	3.0	2.9	2.1	0.3	1.05	-4.8
CC1(C)CCCC2=C1CC1C(=O)N(O)C(=O)C1C2 (configuration not stated)	0.2	1.3	-0.4	4.6	-29.9	1.6	-3.6	1.05	-5.1
COCCNC(=O)Nc1ccc2c(c1)N(C)C(=O)CS2	1.3	0.916	-2.7	-0.6	8.4	-0.5	-1.9	0.812	18.8
CC(=O)C[C@@H](O)CC(=O)[C@H]1OC(=O)CCCCCCc2ccccc21	1.1	1.08	1.4	-0.8	-7.9	-2.9	-6.8	0.974	2.6
CC(=O)NCCCNS(=O)(=O)c1ccc(C)cc1	1.8	1.03	-2.9	14.9	-3.0	-0.6	-5.0	1.05	-4.7
Cc1cc(C(=O)N/N=C/C=C/c2ccc3c(c2)OCO3)n[nH]1	0.7	1.3	-3.0	6.7	-30.0	0.8	-7.7	0.962	3.8
O=C(COC(=O)/C=C/c1cccs1)Nc1nc(-c2cccc(Br)c2)cs1	-0.1	1.12	-4.4	-5.4	-12.5	-1.0	-3.1	0.944	5.6
O=C(CSc1nnc(-c2ccccc2F)n1C1CCCCC1)N1CCCC1	0.6	1.12	-2.3	-3.3	-11.9	-0.4	-3.4	1.16	-16.2
CN(C)/C=C(\C#N)C(N)=C(C#N)C#N	34.8	1.12	-3.2	11.6	-11.9	6.4	1.2	1.03	-2.9
COc1c(O)cccc1-c1nnn(CCC(=O)OCC(=O)c2ccccc2)n1	0.0	1.22	-0.8	-2.0	-22.2	0.1	1.4	0.984	1.6
O=C(COC(=O)/C=C/c1ccccc1F)Nc1nnc(-c2ccccc2)o1	1.2	1.13	-0.5	10.6	-12.8	-4.3	-10.8	0.903	9.7
O=C(CCCOc1ccccc1)Nc1cccc(C(=O)O)c1	-0.3	1.02	0.2	21.1	-2.1	-0.9	-2.4	1.04	-4.1

(cont.)
SMILES	SENP1 inh	hIAP act	beta cell repl	NLRP3 yeast inh	hIAP block	APOBEC3A inh	APOBEC3G inh	mIAP act	mIAP block
CC(=O)c1cccc(S(=O)(=O)N2CCC(C(=O)N(C)Cc3ccc(Cl)s3)CC2)c1	1.4	0.967	-0.5	13.8	3.3	-0.5	-10.3	0.961	3.9
CCCCC(=O)Nc1cccc(NC(=O)c2ccc(Br)cc2)c1	0.4	0.92	-0.2	-8.4	8.0	-0.3	-5.6	1.03	-3.2
Cc1c(NC(=O)C(C)OC(=O)COc2cccc3c2OC(C)(C)C3)c(=O)n(-c2ccccc2)n1C (configuration not stated)	-0.7	0.911	-1.6	1.3	8.9	4.2	2.2	0.93	7.0
CC(C)(C)C1CCC(=O)N(CCOc2ccccc2)CC1 (configuration not stated)	-2.8	1.04	0.3	8.8	-3.6	-3.3	-8.3	1.08	-8.4
COc1ccc2c(=O)c3c(=O)n(Cc4ccco4)c(-c4ccccc4)nc3oc2c1	-2.3	1.06	-1.2	7.4	-6.5	-2.4	10.1	0.988	1.2
Cc1onc(-c2ccccc2Cl)c1C(=O)NCC(=O)O	-1.3	0.89	0.0	-12.4	11.0	-0.6	-1.9	0.977	2.3
O=C(COC(=O)/C=C/c1cccs1)Nc1ccc(F)cc1	3.5	1.07	-2.2	0.6	-6.7	-4.3	-9.7	0.892	10.8
O=[N+]([O-])c1ccc2nc(SCc3cn4cc(Cl)ccc4n3)[nH]c2c1	2.0	1.24	0.5	17.7	-23.9	1.1	-6.9	0.83	17.0
Cc1ccc(CN2CCC(C(=O)Nc3ccc(Oc4cccnc4)cc3)CC2)cc1	-0.5	1.89	-4.3	10.3	-88.8	2.6	-1.4	1.38	-38.4
CCCCOc1ccc(C(=O)N2CCN(c3ncccn3)CC2)cc1	0.8	0.931	-2.0	25.5	6.9	-0.7	-3.0	0.923	7.7
Cc1nc(NC(=O)CSc2nccn2C)sc1C(=O)N(C)C	2.7	0.856	-3.2	26.3	14.4	2.3	9.0	1.03	-3.3
COc1cc(C(=O)Oc2ccccc2N)cc(OC)c1OC	2.4	0.853	0.1	12.5	14.7	0.2	-6.9	0.908	9.2
CC1CC(C)CN(C(=O)CSc2nnc(-c3ccc(Cl)s3)o2)C1 (configuration not stated)	-2.4	1	-1.1	18.4	-0.5	3.7	3.0	0.955	4.5
Cc1c(NS(=O)(=O)c2ccc(N3CCN(C)CC3)c([N+](=O)[O-])c2)c(=O)n(-c2ccccc2)n1C	1.7	0.987	-3.0	7.4	1.3	1.8	-5.2	0.918	8.2
Cc1cc(S(=O)(=O)N2CCOCC2)ccc1OCC(=O)N1CCCC1	2.2	1.02	3.7	5.5	-2.0	-0.3	-2.9	1.09	-8.6
Cc1ccc(NC(=O)CSc2ncc3ccccn23)cc1C	-6.4	1.08	-3.5	35.0	-7.8	-1.7	-6.0	0.951	4.9
COc1ccc(S(=O)(=O)N2CCc3ccccc32)cc1C(=O)NCC(c1ccco1)N1CCCC1 (configuration not stated)	0.7	0.81	0.9	11.7	19.0	-3.1	-7.3	0.891	10.9
Cn1cc(Br)c(-c2cccc(N3C(=O)CCCC3=O)c2)n1	1.5	0.948	-1.3	6.9	5.2	-2.7	-5.1	0.992	0.8
Cc1csc(NC(=O)Cc2ccccc2[N+](=O)[O-])n1	1.0	1.07	-1.6	-7.6	-6.7	6.3	2.2	0.952	4.8
NC(=O)c1ccc(-n2nnnc2SCC(=O)NC2CCCCC2)cc1	0.5	0.964	0.1	5.3	3.6	-1.5	17.8	0.985	1.5

Compound profiles, from the list above.
Record of Cc1onc(-c2ccccc2Cl)c1C(=O)NCC(=O)O = SENP1 inh = -1.3; hIAP act = 0.89; beta cell repl = 0.0; NLRP3 yeast inh = -12.4; hIAP block = 11.0; APOBEC3A inh = -0.6; APOBEC3G inh = -1.9; mIAP act = 0.977; mIAP block = 2.3
Record of COc1c(O)cccc1-c1nnn(CCC(=O)OCC(=O)c2ccccc2)n1 = SENP1 inh = 0.0; hIAP act = 1.22; beta cell repl = -0.8; NLRP3 yeast inh = -2.0; hIAP block = -22.2; APOBEC3A inh = 0.1; APOBEC3G inh = 1.4; mIAP act = 0.984; mIAP block = 1.6

Going on with the list:
SMILES	SENP1 inh	hIAP act	beta cell repl	NLRP3 yeast inh	hIAP block	APOBEC3A inh	APOBEC3G inh	mIAP act	mIAP block
FC(F)(F)c1nc(N2CCN(c3ccccc3)CC2)nc2c1CCCCC2	0.5	1.07	-5.9	10.2	-7.5	-1.2	-5.1	0.998	0.2
CCc1c(C)nc(N2CCN(c3cccc(OC)c3)CC2)[nH]c1=O	2.1	0.853	-3.0	10.2	14.7	-6.0	-7.7	0.691	30.9
COc1ccccc1C(=O)NC(CCSC)C(=O)NCC(c1cccs1)N(C)C (configuration not stated)	-4.5	1.02	-1.4	18.9	-2.3	-2.2	-4.0	1.13	-12.7
O=C(NC1CC1)C1CCN(Cc2cnn(-c3ccccc3)c2-n2cccc2)CC1	-3.7	1.04	-1.2	6.2	-4.5	-1.3	-2.2	0.954	4.6
CCCCn1c(N)c(N(CC(C)C)C(=O)c2ccc3c(c2)NC(=O)C(C)S3)c(=O)[nH]c1=O (configuration not stated)	-1.7	0.956	2.1	11.5	4.4	9.1	-5.7	0.981	1.9
CNC(=O)N1c2ccccc2CCc2ccccc21	1.2	1.12	1.9	15.4	-11.6	-3.9	-1.7	0.978	2.2
Cc1cc(C)cc(OCc2nc(-c3cccnc3)no2)c1	-0.2	0.988	0.3	29.0	1.2	-0.3	-4.9	0.888	11.2
O=C(c1ccc(NC2=NC3CS(=O)(=O)CC3S2)cc1)N1CCN(c2ccccc2F)CC1 (configuration not stated)	2.8	0.758	-2.8	14.1	24.2	-2.2	-2.2	1.03	-3.3

Only part of the results is shown (hit frequency here may not be typical).
